Screening results: PubChem, National Center for Advancing Translational Sciences (NCATS)
ERK EGF inh: blocks ERK signaling stimulated by EGF; actives 0.41% (n = 130,000); Potency, µM (doses to about 11.5 µM), without a hit: top-dose activity change, negative = inhibition, hits mostly inhibitors; HEK293-V1b, EGF-stimulated phospho-ERK AlphaScreen; active = well fitted inhibition curve with a large enough effect; inconclusive = small, poorly fitted or top-dose-only effect, or effect the other way;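 also: plate controls were stimulated vehicle wells for no effect and unstimulated vehicle basal for full effect; nearly all actives have a fitted effect of over 55% in size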
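HEK293 cells stably expressing V1b receptor, serum-reduced (1% FBS) overnight, got compound for 30 min at 37C, then 25 nM EGF for 5 min. Lysate phospho-ERK read by AlphaScreen SureFire; AC50 from Hill fits.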
Numbers without * were called inactive; u = inconclusive; [ ] = remark or other dose. Potency is read from the fitted curve at half-maximal effect. A portion of the library. The share of hits here may be higher or lower than overall.

SMILES | ERK EGF inh
CC(Cc1ccccc1Sc1ccccc1)N(C)C (stereo not given) | 2.5%
Cc1ccc(-c2nc3ccccc3c(=O)n2-c2cccnc2)cc1 | -0.3%
O=C1NC(=O)N(Cc2ccccc2)C(=O)/C1=C/C=C/c1ccco1 | u
CCCC(=O)NC(Oc1ccc(C(C)=O)cc1)C(Cl)(Cl)Cl (stereo not given) | -8.6%
CC(=O)NC(Cc1ccc(N(CCCl)CCCl)cc1)C(=O)NCC(=O)NCC(=O)O (stereo not given) | -6.0%
CCCCC/C=C\C/C=C\C/C=C\CCCCC(=O)NCCc1ccc(O)c(O)c1 | -3.5%
CC(C)[C@@]1(NC(=O)[C@@H]2C[C@@H]3c4cccc5[nH]cc(c45)C[C@H]3N(C)C2)O[C@@]2(O)C3CCCN3C(=O)[C@H](Cc3ccccc3)N2C1=O (stereo not given in full) | -0.6%
O=C1CSC2N1CCNC21CCCCC1 (stereo not given) | -8.4%[57.5 µM]
CCCCOc1nc2ccccc2c(=O)n1-c1ccccc1 | 13.0%
CN1CCN(Cc2ccc(N)cc2)CC1 | -6.0%
COc1ccc(C[C@H]2c3cc(OC)c(OC)cc3CCN2C)cc1OC | 4.7%[25.7 µM]
CC(CCc1ccccc1)NCCC#N (stereo not given) | -4.5%[57.5 µM]
CC1CN(c2cc([N+](=O)[O-])ccc2Cl)CC(C)N1 (stereo not given) | 12.5%
COc1ccc(Cl)cc1C(=O)C1CCCN(Cc2cnc(C)s2)C1 (stereo not given) | -6.7%
COc1ccc2c(c1)C13CCCCC1C(C2)N(C)CC3 (stereo not given) | 12.6%
O=C(Cc1ccccc1[N+](=O)[O-])N1CCN(Cc2ccc3c(c2)OCO3)CC1 | 2.6%
COc1ccc(Cc2c(O)[nH]c(=O)[nH]c2=O)c(OC)c1 | 7.7%[57.5 µM]
O=C1NC(=O)N(CCC2=CCCCC2)C(=O)/C1=C/c1ccc(O)cc1 | -0.5%
N#Cc1c(/N=C/c2ccc(O)cc2O)sc2c1C1CCN2CC1 | -11.1%
Cc1cccc(OP(=O)(Oc2ccccc2)OC(c2ccccc2)C(F)(F)F)c1 (stereo not given) | u
Oc1ccc(C2NCc3ccccc3-n3cccc32)cc1Cl (stereo not given) | 5.2%
CNC(C)[C@@H](O)c1ccccc1 (stereo not given in full) | 13.0%
N#CC(C#N)=NNc1ccc(OC(F)(F)F)cc1 | -7.5%
CC1(C)CN=C(Nc2ccc(F)c(Cl)c2)S1 | -2.2%[57.5 µM]
CCCCCn1c(NC(=O)c2ccco2)c(C(=O)OCC)c2nc3ccccc3nc21 | -15.0%
C[C@@]12CCC3C(CCC4=CC(=O)CC[C@]43C)C1CCC2O (stereo not given in full) | 31.0%[activator]
CC(=O)[C@H]1[C@H](C#N)C[C@H]2[C@@H]3CC=C4C[C@@H](O)CC[C@]4(C)[C@H]3CC[C@@]21C | u
O=C(c1cccc2ccccc12)C1CCCN(Cc2ccon2)C1 (stereo not given) | 15.2%[57.5 µM]
Cc1nc2ccccc2c(=O)n1-c1ccc(C(=O)O)cc1 | u
COc1ccc(C(Nc2cccc([N+](=O)[O-])c2)P(=O)(OC(C)C)OC(C)C)cc1 (stereo not given) | u
O[N+]1=CC=CCC1=S.On1ccccc1=S.[Zn] | 20µM*
CCN1CCN(c2cn[nH]c(=O)c2Cl)CC1 | -5.6%
NCC(N)C(=O)c1ccccc1 (stereo not given) | 35.4%
COC(=O)C1=C(N)Oc2cc(C)oc(=O)c2C12C(=O)Nc1ccccc12 (stereo not given) | -7.6%
C[C@]12CCC3C(C=CC4=CC(=O)CC[C@]43C)C1CC[C@]2(O)CCC(=O)O (stereo not given in full) | 14.9%

17 neighbouring records out of the list so far, for reference:
SMILES | ERK EGF inh
O=C(Cc1ccccc1[N+](=O)[O-])N1CCN(Cc2ccc3c(c2)OCO3)CC1 | 2.6%
COc1ccc(Cc2c(O)[nH]c(=O)[nH]c2=O)c(OC)c1 | 7.7%[57.5 µM]
O=C1NC(=O)N(CCC2=CCCCC2)C(=O)/C1=C/c1ccc(O)cc1 | -0.5%
N#Cc1c(/N=C/c2ccc(O)cc2O)sc2c1C1CCN2CC1 | -11.1%
Cc1cccc(OP(=O)(Oc2ccccc2)OC(c2ccccc2)C(F)(F)F)c1 (stereo not given) | u
Oc1ccc(C2NCc3ccccc3-n3cccc32)cc1Cl (stereo not given) | 5.2%
CNC(C)[C@@H](O)c1ccccc1 (stereo not given in full) | 13.0%
N#CC(C#N)=NNc1ccc(OC(F)(F)F)cc1 | -7.5%
CC1(C)CN=C(Nc2ccc(F)c(Cl)c2)S1 | -2.2%[57.5 µM]
CCCCCn1c(NC(=O)c2ccco2)c(C(=O)OCC)c2nc3ccccc3nc21 | -15.0%
C[C@@]12CCC3C(CCC4=CC(=O)CC[C@]43C)C1CCC2O (stereo not given in full) | 31.0%[activator]
CC(=O)[C@H]1[C@H](C#N)C[C@H]2[C@@H]3CC=C4C[C@@H](O)CC[C@]4(C)[C@H]3CC[C@@]21C | u
O=C(c1cccc2ccccc12)C1CCCN(Cc2ccon2)C1 (stereo not given) | 15.2%[57.5 µM]
Cc1nc2ccccc2c(=O)n1-c1ccc(C(=O)O)cc1 | u
COc1ccc(C(Nc2cccc([N+](=O)[O-])c2)P(=O)(OC(C)C)OC(C)C)cc1 (stereo not given) | u
O[N+]1=CC=CCC1=S.On1ccccc1=S.[Zn] | 20µM*
CCN1CCN(c2cn[nH]c(=O)c2Cl)CC1 | -5.6%
